Assay outcomes: PubChem, National Center for Advancing Translational Sciences (NCATS)
NPC1 promoter act = activators of NPC1 promoter. Huh7 NPC1 promoter luciferase reporter, 24 h. Potency, µM (doses to about 9.22 µM), without a hit: top-dose activation, most hits filed as activators. 320,000 tested, 2.4% active. AID 485313;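 further: potency means the concentration at half of the fitted maximal effect; % of control where 0% means no effect; nearly all actives have a fitted effect of over 60% in size; reporter is driven by a mutant NPC1 promoter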
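In 1536-well qHTS, Huh7 cells harboring an NPC1 promoter–luciferase construct received compound for 24 h; activation was quantified by luminescence following luciferase reagent addition.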
Gal4-VP16 FLuc = counter-screen for ROR gamma inhibitors: Gal4-VP16 reporter. Potency, µM (highest dose often 53.6 µM), inactives show top-dose activity, negative = inhibition, actives largely listed as inhibitors. 310,000 tested, 3.5% active. Drosophila S2 Gal4-VP16 UAS-luciferase, luminescence, 20 h. AID 2546;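 further: Gal4-VP16 expression switched on by copper sulfate through the metallothionein promoter; potency means the concentration at half of the fitted maximal effect; on the % scale 0 is the no-effect control and ±100 the full control effect; nearly all actives have a fitted effect of over 50% in size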
Giardia killer = kills Giardia lamblia. Giardia lamblia trophozoite viability. activity change, % at 7.66 µM, hits read low. 340,000 tested, 0.15% active. AID 540267; in the data active means activity change below about -80%; inconclusive means between about -30% and that limit;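 further: parasites exposed to compound for two days anaerobically before the ATP read; on the % scale 0 is the no-effect control and ±100 the full control effect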
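Anaerobic 48 hrs incubation at 37 deg C of 100 trophozoites/well with test compounds; ATPLite 1-Step luminescence, 15-30 min RT, reports cellular ATP as viability.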
Tb PFK block = inhibitors of T. brucei phosphofructokinase | O15648 | 330,000 tested, 0.17% active | Potency, µM (doses to about 57.5 µM), for the others: at the highest dose activity, negative = inhibition, usual class: inhibitors | AID 485367 | T. brucei PFK, ADP-Glo luminescence;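 further: potency means the concentration at half of the fitted maximal effect; 0% = uninhibited 1x PFK enzyme wells and -100% = no-enzyme wells; nearly all actives have a fitted effect of over 60% in size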
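Luminescent ADP detection (ADP-Glo, two-step: ATP depletion then ADP-to-ATP conversion for luciferase) reported PFK activity after 45 min room-temperature reaction of 1.25 nM enzyme with 0.5 mM F6P and 0.1 mM ATP at pH 8.0.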
ELG1 genotox = genotoxicity induction in ELG1-luciferase HEK293T cells; Potency, µM (top dose mostly 46 µM), for the others: at the highest dose activity change, positive = activation, most hits filed as activators; 330,000 tested, 1.3% active; HEK293T ELG1-luciferase reporter, luminescence, 16 h; further: potency means the concentration at half of the fitted maximal effect; % of control where 0% means no effect; nearly all actives have a fitted effect of over 60% in size
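HEK293T cells expressing luciferase-tagged ELG1 were treated with compound or DMSO for 16 hr at 37°C. Luciferase activity was then read after 30 min with ONE-Glo at room temperature; rising signal flags genetic stress.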
FLuc modulator = counter-screen for miR-21 project: firefly luciferase inhibitors or activators. Potency, µM (top dose mostly 57.5 µM), without a hit: top-dose activity change, negative = inhibition, most hits filed as inhibitors. purified FLuc, Km substrates, luminescence inhibition. P08659. 360,000 tested, 6.9% active. AID 588342;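 further: potency means the concentration at half of the fitted maximal effect; plate controls were vehicle for no effect and reference inhibitor for full effect; nearly all actives have a fitted effect of over 55% in size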
Target sequence (P08659 whole entry, looked up): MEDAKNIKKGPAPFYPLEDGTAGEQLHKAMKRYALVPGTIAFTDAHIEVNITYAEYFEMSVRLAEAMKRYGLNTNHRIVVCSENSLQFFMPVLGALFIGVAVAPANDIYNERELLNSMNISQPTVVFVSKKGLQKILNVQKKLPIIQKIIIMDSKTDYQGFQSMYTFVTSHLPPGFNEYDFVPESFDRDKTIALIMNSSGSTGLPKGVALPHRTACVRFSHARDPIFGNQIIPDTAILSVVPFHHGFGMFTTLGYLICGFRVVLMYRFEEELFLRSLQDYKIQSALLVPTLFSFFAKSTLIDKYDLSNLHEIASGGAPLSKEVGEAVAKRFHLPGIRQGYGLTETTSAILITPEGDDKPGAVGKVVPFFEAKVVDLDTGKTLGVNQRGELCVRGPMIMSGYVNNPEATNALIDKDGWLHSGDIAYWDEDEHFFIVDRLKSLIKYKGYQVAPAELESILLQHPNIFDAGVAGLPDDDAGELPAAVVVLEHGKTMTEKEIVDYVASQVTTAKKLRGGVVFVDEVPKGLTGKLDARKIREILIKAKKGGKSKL
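Biochemical qHTS of compounds, final roughly 60 µM downward over six points, against 10 nM purified firefly luciferase using Km concentrations of substrates (10 uM D-luciferin, 10 uM ATP) in Tris acetate pH 7.5 buffer; luminescence output.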
Rab9 prom act = activators of Rab9 promoter; Potency, µM (doses to about 9.22 µM), inactives show at the highest dose activation, negative = inhibition, most hits filed as activators; 320,000 tested, 2.8% active; AID 485297; Huh7 Rab9 promoter-luciferase reporter, luminescence, 24 h; further: potency means the concentration at half of the fitted maximal effect; % of control where 0% means no effect; nearly all actives have a fitted effect of over 60% in size
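Stable Rab9-luc Huh7, 1500 cells/well, 2 h settle; cmpd in DMSO, 24 h, 37 °C/5% CO2; luciferase reagent 10 min RT; luminescence.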
KCNH2 3.1 inh = KCNH2 3.1 (human) potassium channel inhibition | U2OS KCNH2 3.1, thallium flux FluxOr; hits give low values | activity change, % (tested at about 1.8 µM) | 340,000 tested, 0.95% active | AID 720553;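 active means maximum activity change below -70%; inconclusive means maximum activity change from -70% to -50%; inactive means maximum activity change above -50%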;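 further: thallium influx rate constant from kinetic fluorescence after stimulation buffer; on the % scale 0 is the no-effect control and ±100 the full control effect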
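Virally transduced U2OS (3.1 isoform, 4 h infection in dark at RT) → overnight 37 C → FluxOr + Red40 in HBSS/HEPES, 45 min → stimulation buffer, 2 min kinetic read → rate constant vs DMSO controls.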
RORgamma inh = ROR gamma (mouse) transcription inhibition | Drosophila S2 Gal4-RORgamma UAS-luciferase reporter, 20 h | Potency, µM (doses to about 53.6 µM), for inactives: at the top dose activity change, negative = inhibition, usual class: inhibitors | 310,000 tested, 5.4% active; further: potency means the concentration at half of the fitted maximal effect; on the % scale 0 is the no-effect control and ±100 the full control effect; nearly all actives have a fitted effect of over 60% in size
Target sequence (P51450 whole entry, looked up, the tested form may be a part): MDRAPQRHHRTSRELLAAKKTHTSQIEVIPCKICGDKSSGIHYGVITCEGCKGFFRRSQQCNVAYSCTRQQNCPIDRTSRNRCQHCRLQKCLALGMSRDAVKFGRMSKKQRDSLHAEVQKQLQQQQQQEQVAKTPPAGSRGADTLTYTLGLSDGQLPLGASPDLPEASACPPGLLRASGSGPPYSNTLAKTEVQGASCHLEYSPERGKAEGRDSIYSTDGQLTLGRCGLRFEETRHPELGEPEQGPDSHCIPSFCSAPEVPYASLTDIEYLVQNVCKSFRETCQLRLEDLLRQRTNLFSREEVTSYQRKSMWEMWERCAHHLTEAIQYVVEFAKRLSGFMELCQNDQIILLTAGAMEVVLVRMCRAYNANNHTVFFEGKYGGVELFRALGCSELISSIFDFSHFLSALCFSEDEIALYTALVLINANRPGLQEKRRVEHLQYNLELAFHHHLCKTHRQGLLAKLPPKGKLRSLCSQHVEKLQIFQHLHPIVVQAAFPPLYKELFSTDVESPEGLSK
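Drosophila Schneider cells stably carrying a metallothionein-driven Gal4 DBD–ROR gamma fusion and a UAS-Photinus luciferase reporter were exposed to compound for 1 hr, then induced with copper sulfate (700 uM final) for 20 hr at ambient temperature before luminescence reading.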
uPA surface inh = cell surface uPA generation inhibition; cell surface uPA generation assay, qHTS; Potency, µM (series often up to 38.3 µM), without a hit: at the highest dose activity change, negative = inhibition, actives largely listed as inhibitors; 330,000 tested, 0.31% active; AID 540303; active means well fitted inhibition curve with a large enough effect; inconclusive means small, poorly fitted or top-dose-only effect; inactive means no such curve, though single readings can be large or run the other way; tested in mouse RAW 264.7 cells; further: potency means the concentration at half of the fitted maximal effect; on the % scale 0 is the no-effect control and ±100 the full control effect; nearly all actives have a fitted effect of over 55% in size
Coupling enz = inhibits coupling enzyme system, counter-screen for aldolase hits; coupling enzyme system counterscreen, AmpLite Red fluorescence; activity change, negative = inhibition, % at 58.2 µM, hits read low; 290,000 tested, 0.67% active; AID 2472; in the data active means activity change below about -30%; further: on the % scale 0 is the no-effect control and ±100 the full control effect
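Counterscreen of the coupled detection system alone, without aldolase: glyceraldehyde-3-phosphate coupling enzymes plus AmpLite Red readout. Compounds at 57.5 uM final, 10 min RT preincubation, 20 min RT reaction, fluorescence 525/598 nm.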
* = called active by the depositor; [ ] = dose if it differs, or a comment. Unless noted, the call rests on the fitted dose curve; in most records, active means well fitted curve in the direction sought with a large enough effect; inconclusive means small, poorly fitted or top-dose-only effect, or another doubt; inactive means no such curve, though single readings can be large; an effect the other way counts as inactive or inconclusive.

`O=c1c(Cl)cc(Cl)nn1-c1ccccc1` gave NPC1 promoter act -10%, Gal4-VP16 FLuc inconclusive, Giardia killer -5, Tb PFK block -1%, ELG1 genotox -12%, FLuc modulator 2%, Rab9 prom act 8%, KCNH2 3.1 inh -4, RORgamma inh 14µM*, uPA surface inh -7% and Coupling enz -1.
Screening O=C(Nc1ccc(-n2nncc2-c2ccco2)cc1)c1cc2ccccc2oc1=O returned NPC1 promoter act -4%, Gal4-VP16 FLuc inconclusive, Giardia killer -8, Tb PFK block 0%, ELG1 genotox 10%, FLuc modulator -12%, Rab9 prom act 7%, KCNH2 3.1 inh -21, RORgamma inh inconclusive and Coupling enz -3.
For COc1ccccc1-c1noc(-c2ccccc2C(=O)NCC2CCCO2)n1 (stereo unspecified) the results were NPC1 promoter act 1%, Gal4-VP16 FLuc -8%, Giardia killer 6, Tb PFK block -4%, ELG1 genotox -3%, FLuc modulator 15µM*, Rab9 prom act 1%, KCNH2 3.1 inh 7, RORgamma inh -11%, uPA surface inh 5% and Coupling enz 1.
CCOc1cccc(-c2c(C(=O)N/N=C/c3ccc(C)s3)nnn2-c2nonc2N)c1 was read as NPC1 promoter act -3%, Gal4-VP16 FLuc 4µM*, Giardia killer -3, Tb PFK block -4%, ELG1 genotox 0%, FLuc modulator inconclusive, Rab9 prom act 1%, KCNH2 3.1 inh -3, RORgamma inh 2.5µM* and uPA surface inh 5%.
Cc1cc(C(=O)CN2C(=O)NC3(CCCc4ccccc43)C2=O)c(C)n1Cc1ccccc1 (stereo unspecified) was read as NPC1 promoter act -3%, Gal4-VP16 FLuc 14%, Giardia killer -5, Tb PFK block -2%, ELG1 genotox 11%, FLuc modulator inconclusive, Rab9 prom act -2%, KCNH2 3.1 inh -3, RORgamma inh 15%, uPA surface inh -8% and Coupling enz 1.
CCC(C(=O)NCc1ccco1)N(C(=O)CNS(=O)(=O)c1ccc(C)cc1)c1ccccc1F (stereo unspecified) was read as NPC1 promoter act 19%, Gal4-VP16 FLuc -6%, Giardia killer 3, Tb PFK block 1%, ELG1 genotox -3%, FLuc modulator 0%, Rab9 prom act 0%, KCNH2 3.1 inh 8, RORgamma inh 41%, uPA surface inh 1% and Coupling enz -2.
S=C(NCc1ccc2c(c1)OCO2)NCc1ccco1 was read as NPC1 promoter act 2%, Gal4-VP16 FLuc inconclusive, Giardia killer 6, Tb PFK block -13%, ELG1 genotox 7%, FLuc modulator -13%, Rab9 prom act -2%, KCNH2 3.1 inh 8, RORgamma inh inconclusive, uPA surface inh -2% and Coupling enz -17.
Screening Cc1ccc(S(=O)(=O)N2CCN(CC(=O)Nc3ccccc3Cl)CC2)cc1 returned NPC1 promoter act -2%, Giardia killer 7, Tb PFK block 11%, ELG1 genotox 0%, FLuc modulator 1%, Rab9 prom act -4%, KCNH2 3.1 inh 1 and uPA surface inh 13%.
CCn1c(CNC(=O)Cc2ccc(OC)cc2)nnc1SCCOc1ccccc1 was read as NPC1 promoter act -2%, Gal4-VP16 FLuc 15%, Giardia killer 5, Tb PFK block -3%, ELG1 genotox -15%, FLuc modulator 0%, Rab9 prom act 4%, KCNH2 3.1 inh 1, RORgamma inh 29%, uPA surface inh 5% and Coupling enz -2.
`CC1CCCC(NC(=O)C2CCN(S(=O)(=O)N3CCCCC3)CC2)C1C` (stereo unspecified) gave NPC1 promoter act -5%, Gal4-VP16 FLuc -2%, Giardia killer 1, Tb PFK block -3%, ELG1 genotox 3%, FLuc modulator 5%, Rab9 prom act -6%, KCNH2 3.1 inh 10, RORgamma inh 11%, uPA surface inh -9% and Coupling enz 0.
`COc1cc2nc(NC(=O)c3ccccc3)[nH]c(=O)c2cc1OC` gave NPC1 promoter act -1%, Gal4-VP16 FLuc inconclusive, Giardia killer -9, Tb PFK block 0%, ELG1 genotox -11%, FLuc modulator -1%, Rab9 prom act -3%, KCNH2 3.1 inh -9, RORgamma inh -9%, uPA surface inh 4% and Coupling enz -1.
Screening O=[N+]([O-])c1ccc(N2CCN(c3ccccc3O)CC2)c(Cl)c1 returned NPC1 promoter act 7%, Gal4-VP16 FLuc inconclusive, Giardia killer -15, Tb PFK block 0%, ELG1 genotox 3%, FLuc modulator inconclusive, Rab9 prom act 12%, KCNH2 3.1 inh 1, RORgamma inh inconclusive, uPA surface inh -6% and Coupling enz 0.
For Cc1cc(NC(=O)Nc2cccc([N+](=O)[O-])c2)no1 the results were NPC1 promoter act 11%, Gal4-VP16 FLuc -1%, Giardia killer -17, Tb PFK block -10%, ELG1 genotox -4%, FLuc modulator -9%, Rab9 prom act 10%, KCNH2 3.1 inh -4, RORgamma inh -19%, uPA surface inh -3% and Coupling enz 1.
Screening CC1(C)CNC(=O)c2sc(NC(=O)CN3CCOCC3)nc2C1 returned NPC1 promoter act -1%, Gal4-VP16 FLuc -3%, Giardia killer -6, Tb PFK block -3%, ELG1 genotox -1%, FLuc modulator 2%, Rab9 prom act -5%, KCNH2 3.1 inh 1, RORgamma inh 0%, uPA surface inh 1% and Coupling enz -2.
`Cc1cc(C(=O)NNC(=S)NCc2ccccc2)no1` gave NPC1 promoter act 2%, Giardia killer -6, Tb PFK block 1%, ELG1 genotox -4%, FLuc modulator 0%, Rab9 prom act 2%, KCNH2 3.1 inh -12, uPA surface inh -6% and Coupling enz 1.
`O=C(COC(=O)c1ccccn1)Nc1nc(-c2ccccc2)cs1` gave NPC1 promoter act 0%, Gal4-VP16 FLuc 17%, Giardia killer 6, Tb PFK block -14%, ELG1 genotox 24%, FLuc modulator inconclusive, Rab9 prom act 21%, KCNH2 3.1 inh 2, RORgamma inh inconclusive, uPA surface inh -1% and Coupling enz -9.
Screening Cc1ccccc1-c1nnc(CS(=O)(=O)c2ccccc2)o1 returned NPC1 promoter act 1.1µM*, Gal4-VP16 FLuc -18%, Giardia killer 10, Tb PFK block -3%, ELG1 genotox inconclusive, FLuc modulator 4.8µM*, Rab9 prom act 1.1µM*, KCNH2 3.1 inh -9, RORgamma inh inconclusive, uPA surface inh -6% and Coupling enz -2.
`CCN(CC)c1ccc(/C=N/NC(=O)CNC(=O)c2cccs2)cc1` gave NPC1 promoter act 15%, Gal4-VP16 FLuc 9%, Giardia killer -5, Tb PFK block 2%, ELG1 genotox 5%, FLuc modulator 24µM*, Rab9 prom act 12%, KCNH2 3.1 inh -5, RORgamma inh 1%, uPA surface inh -6% and Coupling enz 6.
Screening Cc1ccc(-n2ncc3ccccc3c2=O)cc1Cl returned NPC1 promoter act 2.5µM*, Gal4-VP16 FLuc -3%, Giardia killer 11, Tb PFK block 3%, ELG1 genotox inconclusive, FLuc modulator 5.4µM*, Rab9 prom act 2.8µM*, KCNH2 3.1 inh -4, RORgamma inh 35%, uPA surface inh -10% and Coupling enz 1.
Screening CCOC(=O)c1sc(NC(=O)COC(=O)Cn2cnc3ccccc32)c(C(=O)OCC)c1C returned NPC1 promoter act -3%, Gal4-VP16 FLuc -4%, Giardia killer -24, Tb PFK block 4%, ELG1 genotox 0%, FLuc modulator -1%, Rab9 prom act 0%, KCNH2 3.1 inh 16, RORgamma inh inconclusive, uPA surface inh 2% and Coupling enz 0.
For N#Cc1c(-c2ccco2)cc(C2CC2)nc1SCC(=O)c1ccccc1 the results were NPC1 promoter act 2%, Gal4-VP16 FLuc 13%, Giardia killer 13, Tb PFK block -1%, ELG1 genotox 1%, FLuc modulator inconclusive, Rab9 prom act 8%, KCNH2 3.1 inh -1, RORgamma inh 19%, uPA surface inh 6% and Coupling enz 1.
For CCOC(=O)c1nnn(-c2nonc2-n2cccc2)c1CN1CCOCC1 the results were NPC1 promoter act -4%, Gal4-VP16 FLuc 0%, Giardia killer 5, Tb PFK block 0%, ELG1 genotox -1%, FLuc modulator 0%, Rab9 prom act -1%, KCNH2 3.1 inh 7, RORgamma inh 8% and Coupling enz -2.
`COC(=O)c1ccc(COC(=O)c2ccccc2OC)cc1` gave NPC1 promoter act 12%, Gal4-VP16 FLuc 7%, Giardia killer 35[activator], Tb PFK block 0%, ELG1 genotox 1%, FLuc modulator 19µM*, Rab9 prom act 25%, KCNH2 3.1 inh -3, RORgamma inh 14%, uPA surface inh 7% and Coupling enz 4.
Screening Cc1cc(C)n(-c2cc(N3CCN(C(=O)c4cccc(F)c4)CC3)ccc2[N+](=O)[O-])n1 returned NPC1 promoter act 1%, Gal4-VP16 FLuc -2%, Giardia killer -20, Tb PFK block 0%, ELG1 genotox -3%, FLuc modulator -2%, Rab9 prom act -5%, KCNH2 3.1 inh 2, RORgamma inh inconclusive, uPA surface inh -5% and Coupling enz -2.
For CC1CCC2C(=O)N(c3ccc(NC4CCCCC4)c([N+](=O)[O-])c3)C(=O)C2C1 (stereo unspecified) the results were NPC1 promoter act -1%, Gal4-VP16 FLuc -23%, Giardia killer -10, Tb PFK block -10%, ELG1 genotox -1%, FLuc modulator -8%, Rab9 prom act -3%, KCNH2 3.1 inh -2, RORgamma inh inconclusive, uPA surface inh -3% and Coupling enz -2.
For CCn1cc(C(=O)N(C)Cc2ccc(OC(F)F)cc2)c(=O)c2ccc(C)nc21 the results were NPC1 promoter act -24%, Gal4-VP16 FLuc 4%, Giardia killer 2, Tb PFK block 1%, ELG1 genotox 0%, FLuc modulator 1%, Rab9 prom act 0%, KCNH2 3.1 inh 7, RORgamma inh 22%, uPA surface inh -10% and Coupling enz 1.
